Rad51 HR inh = human RAD51 strand exchange inhibitors, primary screen, biochemical, fluorescence. hRad51 DNA strand exchange, fluorescence dequenching. inhibition, % at 10 µM. 0.085% of 200,000 active. AID 1385, 2008;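 active means inhibition above 40% at the single screening dose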;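 further: 0% = DMSO control wells and 100% = blanks with heterologous ssDNA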
Target sequence (Q06609 whole entry, looked up): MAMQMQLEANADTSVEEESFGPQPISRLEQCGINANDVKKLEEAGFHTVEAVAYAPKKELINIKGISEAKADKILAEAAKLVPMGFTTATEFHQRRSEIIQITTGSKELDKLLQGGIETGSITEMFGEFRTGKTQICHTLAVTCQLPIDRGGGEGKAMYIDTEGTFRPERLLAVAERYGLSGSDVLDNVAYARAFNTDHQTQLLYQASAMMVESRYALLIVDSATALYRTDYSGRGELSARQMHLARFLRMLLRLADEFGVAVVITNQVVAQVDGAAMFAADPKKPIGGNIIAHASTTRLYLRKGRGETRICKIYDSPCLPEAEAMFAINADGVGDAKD
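Test system – preformed human Rad51 ssDNA filaments · Reagent – Donor/quencher-labelled 47-bp dsDNA substrate · Incubation – 37 °C 15-min filament assembly, 30-min compound preincubation, 15-min exchange · Signal – FRET fluorescence dequenching, excitation 485 nm, emission 520 nm · Read-out – percent inhibition from fluorescence, normalised to plate control and blank means · Benchmarks – plate control and blank wells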
Mdm2 ligase inh = MDM2-luciferase reporter signal enhancers, primary screen, MDM2 E3 ligase inhibitor project, cell-based, luminescence, 1536-well. E3 ubiquitin-protein ligase Mdm2 (Homo sapiens), Q00987. cell-based MDM2 ubiquitination luciferase reporter, 2 h; 0 = plate control, 100 = twice control, blank-subtracted. signal enhancement, % at 5 µM. 0.11% of 210,000 active. AID 1230, 2008;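 active means signal enhancement of 30% or more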;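 further: luminescence tracks abundance of the self-degrading MDM2-luciferase fusion protein; higher signal means inhibition of MDM2 E3 ligase activity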
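Assay system: stable mammalian line carrying autodegrading MDM2–luciferase fusion reporter; amount: 2000 cells seeded into each well; buffer or medium: DMEM; benchmarks: plate control and blank wells; signal: luciferase luminescence; timing: 2 h compound exposure at 37 °C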
TNF death inh = inhibitors of TNF-alpha triggered necroptosis, primary screen, cell-based, Jurkat FADD-/-, single concentration; 0.068% of 220,000 active; Jurkat FADD-/- TNF necroptosis rescue, ATP luminescence, 24 h; 0 = TNF only, 100 = no-TNF cells; activation (protection from cell death), % at 10 µM; AID 463075, 2010;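 active means activation, meaning protection from cell death, of at least 50% relative to plate controls; inactive means activation below 50%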;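 further: necroptosis triggered by 40 ng/mL TNF-alpha added together with compound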
zVAD death inh = inhibitors of zVAD-triggered necroptosis, primary screen, L929 cells; L929 zVAD necroptosis rescue, ATP luminescence, 24 h; with zVAD 60 µM; viability rescue, % at 10 µM; AID 1377, 2008; 0.38% of 220,000 active;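 active means activation, scaled between plate controls, above about 75%, limit read from the data; inactive means activation under that limit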;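 further: 0% = zVAD with DMSO and 100% = DMSO alone without zVAD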
eIF4E-4G inh = eIF4E–eIF4G protein interaction inhibitors, primary screen, biochemical, uHTS, TR-FRET, eIF4GI fragment; Eukaryotic translation initiation factor 4E (Mus musculus) + Eukaryotic translation …; AID 782, 2007; TR-FRET eIF4E-eIF4GI(517-606) binding, 2 h; 0.37% of 220,000 active; inhibition, % at 21.7 µM;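 active means inhibition above about 30%, limit read from the data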;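 further: 0% = full FRET control wells and 100% = background wells lacking eIF4GI fragment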
m-calpain inh = inhibitors of pig calpain II, primary screen, biochemical, fluorogenic peptide substrate, 1536-well; inhibition, % at 16 µM; purified calpain II, 30 min; 0.37% of 220,000 active;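 active means inhibition above about 50%, limit read from the data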
Cl transport mod = KCC2 cotransporter modulators, thallium flux, primary screen, cell-based, HEK293 KCC2, FluoZin-2 fluorescence, MLSMR. Solute carrier family 12 member 5 (Homo sapiens), Q9H2X9. KCC2 cells, thallium flux FluoZin-2 fluorescence. B-score of Tl+ flux slope (higher = more flux/activation; lower = inhibition) at 10 µM. 2.2% of 190,000 active. AID 1456, 2008;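 active means thallium flux slope and its plate-corrected score both differing from the plate sample mean at a set confidence after two filtering rounds, in either direction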;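 further: slope of fluorescence scaled to starting intensity during 10 to 20 s after thallium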
EBV gp42 inh = Epstein-Barr virus gp42 inhibitors, primary screen, biochemical, uHTS, fluorescence polarization; Glycoprotein 42 (Epstein-Barr virus (strain AG876)), Q1HVG2; Fluorescence polarization binding assay, mP read-out; inhibition, % (tested at 21.74 µM); 0.42% of 220,000 active; AID 1085, 2008; in the data active means inhibition above about 50%
Target sequence (Q1HVG2 whole entry, looked up): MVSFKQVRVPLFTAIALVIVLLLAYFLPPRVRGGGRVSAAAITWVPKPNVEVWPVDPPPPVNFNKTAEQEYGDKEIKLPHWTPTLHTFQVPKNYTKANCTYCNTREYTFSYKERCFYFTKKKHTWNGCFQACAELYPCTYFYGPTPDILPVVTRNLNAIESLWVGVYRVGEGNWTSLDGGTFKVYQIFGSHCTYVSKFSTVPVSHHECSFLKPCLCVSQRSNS
PERK inh = block of dimerizer-induced PERK translation repression, primary screen, PERK inhibitor project, CHO PERK-DD cells, SEAP luminescence, HTS | CHO PERK-DD fusion, SEAP luminescence translation reporter | inhibition, % at 5.6 µM | 0.17% of 220,000 active | AID 1416, 2008;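 active means inhibition above the mean inhibition of all tested compounds plus 3 SD, set separately per screening campaign, cut at about 2.9% in these data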;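 further: PERK kinase domain activated by AP20187 dimerizer at 100 nM; 0% = DMSO with dimerizer and 100% = rapamycin at 8.4 µM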
* = called active by the depositor; · = no result given; & = joins results of further samples; [ ] = dose if it differs, or a comment.

The line under a structure holds: Rad51 HR inh	Mdm2 ligase inh	TNF death inh	zVAD death inh	eIF4E-4G inh	m-calpain inh	Cl transport mod	EBV gp42 inh	PERK inh
- O=[N+]([O-])c1ccccc1/C=C/C=N/Nc1nc(N2CCCCC2)nc(N2CCCCC2)n1
    -10	-1	0.6	-0.2	0	-38	-0.14	-7	0.7
- O=C(COC(=O)c1ccc(Cl)nc1)NCc1ccc2c(c1)OCO2
    1	-9	1.9	-0.3	2	-35	-0.58	11	1.2
- O=C(C[n+]1cccc(CO)c1)Nc1nc2ccccc2s1
    -39	-8	0.3	0.9	-3	-30	-0.049	-1	2.8
- O=C(OC(C(=O)NCc1cccs1)c1ccc(F)cc1)c1ccco1 (centres undefined)
    -5	-19	15	0.3	-3	5	0.48	-4	0.5
- Cc1ccc(S(=O)(=O)Oc2ccccc2/C=C2/SC(=O)NC2=O)cc1
    5	-7	3.0	-0.2	8	12	-3.1	-5	0.7
- CC(=O)c1ccc(C#CC(C)(C)O)s1
    -2	-5	-0.5	-0.3	-1	-2	·	-18	2.1
- COC(=O)CSC1=C(C#N)C(c2cccc(F)c2)CC(=O)N1 (centres undefined)
    4	-13	-8.0	0.0	0	-3	·	4	1.2
- CNc1nc(C)c(C(=O)c2ccc(Cl)cc2)s1
    -5	-3	-13	0.6	6	-3	-0.11	-26	0.1
- O=C(O)c1ccc(NS(=O)(=O)c2cc(Cl)ccc2Cl)cc1O
    -3	-3	-2.1	-0.6	5	4	0.26	-2	1.4
- N=c1c(C(=O)NCc2ccco2)cc2c(=O)n3ccccc3nc2n1Cc1ccccc1
    11	-6	-5.9	-1.1	-1	-210	·	8	-0.9
- C/C(Cc1ccccc1)=N\NC(=O)CNC(=O)/C=C\c1ccccc1
    9	-10	1.8	0.6	4	8	-0.3	-12	0.8
- C=CCNc1nc(C(=O)OCC)nc2ccccc12
    -490	-18	0.1	1.2	2	-22	0.8	2	-0.6
- CCn1c(=O)c2cc(C(=O)NC(C)C)sc2c2ccccc21
    -21	-4	-1.8	0.5	3	-129	-0.86	-16	-2.4
- Cc1nc2c(s1)sc1ccccc12
    5	5	-3.0	0.2	-11	-2	-1.4	-8	0.5
- O=[N+]([O-])c1sccc1CS(=O)(=O)c1ccccc1
    3	-10	3.7	0.2	-3	3	-0.005	-10	1.5
- CCCCOc1ccc(C2CCC(C(C)=O)C(C)C2)cc1 (centres undefined)
    4	·	2.4	-0.3	-13	-1	-0.057	15	0.7
- CCOC(=O)c1ccc(NC(=S)N2CCC(C(N)=O)CC2)cc1
    -1	-9	1.7	0.9	4[fluorescence artefact?]	-5	-0.67	0	0.8
- CN(C)c1nc(Oc2ccc(/C=N/O)cc2)nc(N(C)C)n1
    2	-6	-1.4	1.6	-13	-29	0.81	4	0.1
- Cc1cc(C)nc(S/C=C/C(=O)c2ccccc2F)n1
    8	39*	-28	-1.4	5	11	-0.47	-2	0.3
- CC(C)(C)C1CCC2(CC1)NC(CO)(CO)CO2 (centres undefined)
    -5	-18	0.3	2.4	-11	0	·	9	0.6
- Cn1nc(C(C)(C)C)c([N+](=O)[O-])c1C(=O)Nc1cccc2ccccc12
    15	-8	-0.4	-0.3	1	2	-1.4	-16	-1.0
- CCCCC(CC)C(=O)Nc1ccc(C)c(O)c1 (centres undefined)
    -26	-3	-1.0	34	-3	-10	-0.46	1	-0.3
- C=CCN(c1ccccc1)S(=O)(=O)c1cccc(C(=O)Nc2nc3ccccc3[nH]2)c1
    6	-12	3.4	0.6	3	10	-0.29	-27	-0.6
- CCCCn1c(=O)c(CCC(=O)OCC(=O)NC(=O)NCCC(C)C)nc2ccccc21
    33	12	1.2	3.6	11	-3	0.89	-31	0.5
- NC(=O)CC(NC(=O)c1ccccc1)c1ccc(NCC2CC2)c([N+](=O)[O-])c1 (centres undefined)
    3	17	0.6	-0.6	-5	5	1.4	-25	·
- Cc1ccc2nc(N3CCN(C(=O)c4cccs4)CC3)c(C#N)cc2c1
    11	8	-0.5	0.7	·	-216	-0.21	-19	-0.1
- CCOC(=O)COc1ccc(C(=O)NC2CCCCC2)cc1
    -4	-1	-1.2	0.2	2	-4	-1.1	-9	0.3
- Cc1ccc(S(=O)(=O)NCC(=O)NCC(=O)OCc2c(F)cccc2Cl)cc1
    -34	-1	0.3	0.0	-2	-9	-1.9	13	1.5
- COc1ccc2c(c1)c1nc3ccccc3nc1n2CC(=O)OC(C)C
    -95	-3	-13	-0.4	-22	-41	1	91*	0.2
- COC(=O)Cn1c(C(F)(F)F)nc2ccccc21
    -1	-7	-1.6	-1.3	3	19	0.29	0	0.5

(more compounds)
The line under a structure holds: Rad51 HR inh	Mdm2 ligase inh	TNF death inh	zVAD death inh	eIF4E-4G inh	m-calpain inh	Cl transport mod	EBV gp42 inh	PERK inh
- Cc1cccc(C(C#N)c2ccc(Cl)nn2)c1 (centres undefined)
    1	-3	0.8	-0.4	-4	0	-0.53	-1	-0.2
- CCc1ccccc1OCc1nc2ccc(S(=O)(=O)N3CCOCC3)cc2[nH]1
    -5	-2	-0.3	0.0	0[fluorescence artefact?]	-30	0.15	1	-2.5
- COc1cc(/C=N/NC(=O)c2cccnc2)ccc1OS(=O)(=O)c1ccc(C)cc1
    5	2	0.9	1.7	26	-4	-0.77	-16	0.9
- COc1ccc(NC(=O)c2sc3nc(-c4cccnc4)ccc3c2N)cc1OC
    -209	-13	-6.4	1.9	4	-103	-0.26	-44	-1.0
- COc1ccc(N2CCN(C(=O)NC34CC5CC(CC(C5)C3)C4)CC2)cc1
    -8	-12	-0.5	1.4	7	-16	-0.056	9	-1.1
- CCC(C)C(NC(=O)OC(C)(C)C)C(=O)NC(C(=O)N1CCCC1C(N)=O)C(C)CC (centres undefined)
    -2	-6	-6.4	0.0	4	18	0.052	3	1.0
- CN(CCC1CCCCO1)Cc1cn(C)nc1-c1ccc2c(c1)OCCO2 (centres undefined)
    2	-5	1.3	1.0	-4	-14	-0.35	6	0.6
- CCCCC(O)(C(NC=O)C(=O)OC)C(F)(F)F (centres undefined)
    0	-6	0.2	0.0	3	20	0.8	-9	0.5
- CC(C)Cc1nnc(NC(=O)Cc2cccs2)s1
    -22	-9	1.2	7.5	30	-28	1.1	2	0.2
- CN(C)/C=C/c1oc2ccc(O)cc2c1[N+](=O)[O-]
    -8	-7	-2.1	0.5	0	15	1.1	-20	-0.1
- CCn1c(CNc2cccc(Cl)c2)nnc1SCc1ccccc1
    -3	-10	-2.6	0.1	1	29	-0.58	-2	0.2
- CCOC(=O)Cn1nc(C(F)F)c(Br)c1C
    7	18	2.0	6.3	5	-37	·	-12	1.2
- CC(=O)[C@H]1CC[C@H]2[C@@H]3CCC4=CC(=O)CC[C@]4(C)[C@H]3CC[C@]12C
    -12	·	-3.5	26	0&3	-3&13	-1.5&0.67	-7&-8	-1.1&0.3
- CC(C)C(=O)N1CCN(c2ccccc2NC(=O)c2cc([N+](=O)[O-])ccc2N2CCOCC2)CC1
    ·	·	-0.4	0.3	5	-22	0.019	-4	1.0
- O=C(NCc1ccccc1)c1cccc(Br)n1
    7	·	0.6	1.5	3	-18	-0.28	2	0.8
- Cn1c(CCN2CCCCC2)nc2cc(NS(=O)(=O)c3ccccc3)ccc21
    -3	-10	-0.9	0.9	3	23	0.57	5	-0.7
- COc1ccc(C(=O)OCc2c(C)noc2C)cc1
    0	-7	1.7	1.7	-2	-3	-0.024	-11	0.1
- CC(CCc1ccccc1)NC(=O)COC(=O)c1ccc(S(C)(=O)=O)c([N+](=O)[O-])c1 (centres undefined)
    10	-10	-5.4	0.0	0	17	-3.5	-17	0.2
- Cc1cc(=O)oc2cc(OCC(=O)OCC(=O)N3CCC(C)CC3)ccc12
    -2	-4	-0.6	1.8	4	-145	1.2	-8	1.2
- C=CCOC(=O)Nc1snnc1C
    25	-11	-0.2	-0.1	1[fluorescence artefact?]	3	0.23	-19	0.1
- O=C(Nc1ccc(F)cc1)N1CCN(c2ccc3nnc(-c4ccc(F)cc4)n3n2)CC1
    -6	-3	-4.3	59	-6	-75	-2.8	-4	0.1
- Cc1cc([N+](=O)[O-])c(-c2ccc(/C=N/n3cnnc3)o2)cc1Cl
    0	7	-5.3	-0.6	-5[fluorescence artefact?]	59*	-0.53	-8	0.0
- O=c1c2ccccc2ncn1CCCSc1ccc(Cl)cc1
    -4	-2	-2.5	-0.3	12	3	-0.57	12	-0.1
- O=C(CNS(=O)(=O)c1ccc(C(=O)N2CCCCC2)cc1)N1CCCCC1
    -1	-12	-0.6	1.2	2	-7	0.84	-15	-0.8
- COC(=O)c1sc(N)c(C(=O)OC)c1CSc1nnc(-c2ccccc2Cl)n1C
    -2	8	-3.4	1.6	-5	7	-0.5	-11	-0.1

Entries listed so far that have bromine:
The line under a structure holds: Rad51 HR inh	Mdm2 ligase inh	TNF death inh	zVAD death inh	eIF4E-4G inh	m-calpain inh	Cl transport mod	EBV gp42 inh	PERK inh
- CCOC(=O)Cn1nc(C(F)F)c(Br)c1C
    7	18	2.0	6.3	5	-37	·	-12	1.2
- O=C(NCc1ccccc1)c1cccc(Br)n1
    7	·	0.6	1.5	3	-18	-0.28	2	0.8
